MC4R ag barr = MC4R agonists recruiting beta-arrestin, primary screen, cell-based, luminescence, agonist arm of biased-ligand search; Melanocortin receptor 4 (Homo sapiens), P32245; U2OS MC4R beta-arrestin complementation; percent of melanotan II response, DMSO zero; activation, % at 8.9 µM; 0.98% of 360,000 active; AID 540308, 2011;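 active = activation above a per-plate cutoff, the mean activation of sample wells on that plate plus 3 SD, cut at about 8% in these data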
Target sequence (P32245 whole entry, looked up): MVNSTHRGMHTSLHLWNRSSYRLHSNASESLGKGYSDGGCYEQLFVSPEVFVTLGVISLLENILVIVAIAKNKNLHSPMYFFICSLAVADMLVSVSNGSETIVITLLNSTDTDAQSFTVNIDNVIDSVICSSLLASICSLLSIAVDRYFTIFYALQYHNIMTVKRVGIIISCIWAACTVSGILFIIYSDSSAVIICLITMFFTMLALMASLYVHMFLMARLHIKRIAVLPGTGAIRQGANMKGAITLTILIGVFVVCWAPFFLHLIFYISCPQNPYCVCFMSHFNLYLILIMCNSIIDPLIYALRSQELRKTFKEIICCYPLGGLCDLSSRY
ABHD5-PLIN5 inh = ABHD5-PLIN5 interaction inhibitors, primary screen, cell lysate, split luciferase complementation, luminescence | Perilipin-5 (Homo sapiens) + 1-acylglycerol-3-phosphate O-acyltransferase ABHD5 (Homo … | Split G. princeps luciferase complementation, 4 h | inhibition, % at 4 µM | 0.78% of 360,000 active;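 active = inhibition above the mean inhibition across every tested compound plus 3 SD, cut at about 22% in these data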;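 note: 0% = DMSO only wells and the 100% control is not disclosed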
NOD2 RIPK2 PPI = NOD2-RIPK2 binding disruptors in cells, primary screen, fluorescence, CHO cells, BLA complementation; CCF4 ratio; 0.38% of 360,000 active; inhibition, % at 4.98 µM; AID 624267, 2012; in the data active = inhibition above about 21%;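 note: 0% = vehicle only and 100% = reference blocker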
Target sequence (O43353 whole entry, looked up): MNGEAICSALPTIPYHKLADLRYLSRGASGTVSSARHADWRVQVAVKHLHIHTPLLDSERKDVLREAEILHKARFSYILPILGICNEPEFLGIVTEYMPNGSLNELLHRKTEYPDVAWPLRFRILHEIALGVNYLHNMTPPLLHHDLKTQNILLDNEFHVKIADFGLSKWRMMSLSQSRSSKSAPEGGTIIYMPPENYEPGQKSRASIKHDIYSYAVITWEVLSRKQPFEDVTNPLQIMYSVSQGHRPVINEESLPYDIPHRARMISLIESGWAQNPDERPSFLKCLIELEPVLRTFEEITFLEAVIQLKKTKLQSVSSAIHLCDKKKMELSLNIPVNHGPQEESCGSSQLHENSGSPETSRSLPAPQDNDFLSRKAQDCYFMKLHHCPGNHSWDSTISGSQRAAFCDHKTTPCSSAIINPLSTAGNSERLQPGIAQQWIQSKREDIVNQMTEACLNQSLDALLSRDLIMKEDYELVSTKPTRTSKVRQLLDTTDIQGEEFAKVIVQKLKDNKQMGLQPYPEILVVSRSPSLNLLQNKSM
MC4R antagonist = MC4R antagonists of cAMP signaling, primary screen, cell-based, TR-FRET, antagonist arm of biased-ligand search. Melanocortin receptor 4 (Homo sapiens), P32245. MC4R-expressing cells, MTII-stimulated cAMP, LANCE TR-FRET. inhibition, % at 6.5 µM. 0.48% of 360,000 active;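 active = inhibition above its plate's cutoff, the mean of tested wells on that plate plus 3 SD, cut at about 29% in these data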;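 note: 0% = Melanotan II alone and 100% = Melanotan II plus saturating MCL0020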
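system = U2OS cells with stable human MC4R expression | also added = Melanotan II challenge after compound preincubation | dosing = one concentration, 6.5 µM nominal | incubation = compound 30 min, challenge 1 h, detection 1 h | measured by = TR-FRET with Eu-cAMP and labeled anti-cAMP, 671 nm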
N-glyco inh = increase of ERlucT glycosylation luciferase signal, primary screen, N-linked glycosylation inhibitor project, D54 ERlucT cells, luminescence, set 2 | reporter increase, % at 12.5 µM | AID 588692, 2011 | 0.23% of 360,000 active | D54 ERlucT glycosylation luciferase reporter, 24 h; percent of 100 nM tunicamycin response;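 active = mean luciferase reporter signal, scaled so untreated is 0 and the glycosylation-blocking control 100, at or above a set limit in every replicate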;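 note: luciferase carries N-glycosylation sites so blocking glycosylation raises the light; 0% = median of neutral control wells and 100% = median of 100 nM tunicamycin wells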
m5-HT2A agonist = mouse Htr2a agonists via beta-arrestin recruitment, primary screen, cell-based, luminescence. 5-hydroxytryptamine receptor 2A (Mus musculus), P35363. CHO-K1 mHTR2A beta-arrestin complementation; percent of 30 µM serotonin response. activation, % at 7.6 µM. 0.66% of 360,000 active;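 active = activation above a run cutoff, the mean activation of all tested compounds plus 3 SD, cut at about 14% in these data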;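 note: 0% = plate median of compound wells and 100% = 30 µM serotonin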
TLR9-MyD88 inh = inhibitors of TLR9-MyD88 association in cells, primary screen, cell-based, CHO, BLA complementation, fluorescence; Toll-like receptor 9 (Homo sapiens) + Myeloid differentiation primary response protein …; CCF4 FRET ratio; inhibition, % at 4.98 µM; 0.21% of 340,000 active;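 active = inhibition above the mean over all tested compounds plus 3 SD, cut at about 21% in these data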;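 note: 0% = DMSO only wells and 100% = clavulanate BLA inhibitor control wells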
ABCB6 inh MLPCN = ABCB6 transporter inhibitors, primary screen, K562-ABCB6 cells, flow cytometry, MLPCN library; fluorescence ratio to DMSO, % at 10 µM; K562-ABCB6 porphyrin accumulation, 1 h; stronger effect = lower value; AID 602162, 2011; ATP-binding cassette sub-family B member 6 (Homo sapiens), Q9NP58; 0.19% of 360,000 active;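 active = fluorescence ratio to DMSO below 75%, the collection mean minus 3 SD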;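 note: signal is porphyrin accumulated inside mitochondria; 100% equals median channel fluorescence of DMSO control wells; lower ratio means ABCB6 inhibition with less porphyrin fluorescence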
NCOA2 inhibitor = inhibition of GAL4-SRC2 driven luciferase reporter, primary screen, SRC2 inhibitor project, cell-based, luminescence; Nuclear receptor coactivator 2 (Homo sapiens), Q15596; HEK293 GAL4-SRC2 luciferase reporter; inhibition, % at 9 µM; 0.17% of 370,000 active;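 active = inhibition above the mean inhibition of all tested compounds plus 3 SD, set per campaign, cut at about 52% in these data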;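 note: 0% = DMSO treated cells and 100% = cells given Gossypol at 36 µM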
H9c2 protect = cardioprotection against H2O2-induced cell death, primary screen, uHTS, H9c2 cells, ATPLite luminescence | H9c2 cardiomyocytes, H2O2 injury protection, 2 h | protection from H2O2 cell death, % at 20 µM | 0.63% of 360,000 active;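 active = compounds giving at least 50% protection of heart cells from peroxide-induced death in the single-dose screen, raw or plate-pattern-corrected value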;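 note: 0% = DMSO wells with peroxide and 100% = DMSO wells without peroxide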
* hit, by the source's call; · = no result given. Only part of the results is shown. The share of hits here may be higher or lower than overall.

SMILES	MC4R ag barr	ABHD5-PLIN5 inh	NOD2 RIPK2 PPI	MC4R antagonist	N-glyco inh	m5-HT2A agonist	TLR9-MyD88 inh	ABCB6 inh MLPCN	NCOA2 inhibitor	H9c2 protect
Cc1ccc2c(c1)-c1c(ssc1=S)C(C)(C)N2C(=O)c1ccco1	0.6	-11	-3	5	-5	3	0	91	0	0
Cc1ccc2[nH]c3c(NCCCN4CCCC4=O)ncnc3c2c1	-1.0	8	-4	-3	-1	-1	10	98	-28	-12
Cc1ccc(C(=O)NCC(=O)N2CCCC(C(F)(F)F)C2)s1 (stereo not given)	-0.4	18	-3	2	-2	4	-2	93	-19	3
Cn1nccc1C(=O)Nc1sc2c(c1C#N)CCCC2	-0.5	8	-10	6	2	-3	7	91	-43	-8
Cc1ccc(S(=O)(=O)N(C)C(C)CCc2ccco2)cc1 (stereo not given)	-2.5	7	-5	8	-3	-1	-9	90	-1	-2
CCc1nc2ccc(C(=O)NCCc3ccccn3)cn2c1N(CCC(C)C)CCN(C)C	0.1	-3	-3	4	4	1	·	96	-73	13
CCOC(=O)C1=C(C)OC(N)=C(C#N)C1c1ccc(C)o1 (stereo not given)	4.1	4	-18	10	2	-2	2	99	-21	3
CNC(=O)CCSc1ccc(C)cc1	-1.4	3	7	11	-1	-2	0	95	13	2
CCS(=O)(=O)CCSc1nc(C)cc(C)n1	3.5	6	-2	2	-1	3	0	116	11	16
COCC(C)NC(=O)C1CC(=O)N(c2ccc(C)cc2)C1 (stereo not given)	1.8	8	1	20	3	2	-16	99	-19	9
CC(C)CC(CO)NS(=O)(=O)c1cccc(Cl)c1F (stereo not given)	0.4	4	-10	-3	2	2	-5	95	5	2
CC(C)Cn1nc(C(=O)Nc2cccc(C(=O)NC3CC3)c2)c2ccccc2c1=O	-0.5	5	-19	6	-1	-7	-5	94	5	22
CCNC(=S)N(CCc1c(C)[nH]c2ccc(Cl)cc12)Cc1ccco1	-0.8	8	7	5	-4	-3	-2	96	6	-13
CCOC(=O)CC(NC(=O)Cn1nnc(-c2ccccc2F)n1)c1ccccc1Cl (stereo not given)	0.8	-8	4	-1	-3	0	-12	99	8	-6
COc1ccccc1-c1cc(NC=O)c2ncc(-c3cccc(C(=O)N(C)C)c3)n2c1	0.7	4	-7	-48	41*	-1	·	99	-4	8
C[C@H](CO)N1C[C@H](C)[C@@H](CN(C)C(=O)c2ccccn2)Oc2cc(Br)ccc2S1(=O)=O	0.1	5	-2	7	2	-3	5	98	-12	2
Cc1cc(C2=CC(=O)C[C@H](c3ccc(F)cc3)C2)ccc1F	2.9	-3	-1	8	-2	-2	-7	101	-9	-9
Cc1cc(NC(=O)c2cccs2)no1	-2.7	1	-1	17	2	-1	-10	97	-24	-5
C=CCN1CCC(=O)C(C(=O)OCC)=C1C(=O)OCC	1.3	-5	-18	8	2	2	-4	101	-13	1
CS(=O)(=O)N1CCC(C(=O)Nc2cc(C(F)(F)F)ccc2Cl)CC1	-3.3	4	0	6	2	1	4	100	9	-5
CC1(C)CC2CC(C)(CN2S(=O)(=O)c2cccc(C(=O)O)c2)C1 (stereo not given)	-1.5	-13	1	1	1	5	4	100	17	7
c1ccc(Cn2nnc3ccccc32)cc1	-2.0	-2	-4	2	-1	9	-11	97	16	-3
Cc1cc(C)cc(NC(=O)C2C3C=CC4(O3)C2C(=O)N(CCCN2CCCCC2)C4C(=O)NC2CCCCC2)c1 (stereo not given)	2.4	-3	-6	-1	-1	-3	8	91	-14	1
O=C(O)CCN1CCOCC1	-1.5	0	0	2	2	2	-9	90	2	5
CN(C)c1ccc(C(c2ccc(N(C)C)cc2)C(O)c2ccccc2)cc1 (stereo not given)	2.7	-2	4	2	-5	-5	3	99	9	3
CCCCNC(=O)c1cccc(S(=O)(=O)N2CC3(C)CC2CC(C)(C)C3)c1 (stereo not given)	-0.8	-11	8	14	-3	0	0	100	1	8
CCOC(=O)C1C(c2ccc(C(=O)O)cc2)NC(=O)NC1(O)C(F)(F)F (stereo not given)	-2.1	-6	1	6	2	-2	-2	77	-2	-1
CCC1(c2ccccc2)NC(=O)N(CC(=O)Nc2ccccc2C(=O)N2CCCCC2)C1=O (stereo not given)	-3.8	-9	0	-2	-1	-5	2	97	-11	6
COC(=O)C[C@@H]1C=C[C@H](NC(=O)c2ccccc2)[C@@H](CO)O1	·	-1	-2	·	·	-3	·	·	8	·
O=C(CC1SC(N2CCCCC2)=NC1=O)Nc1cccc(C(=O)NCc2ccc(F)cc2)c1 (stereo not given)	0.7	6	-10	-1	-1	-3	-1	99	-8	2
O=C(c1cccc(S(=O)(=O)N2CCN(c3ccccc3)CC2)c1)N1CC=C(c2ccccc2)CC1	-2.8	2	-9	6	-6	3	-18	96	-4	-9
COc1ccc2c(CC(=O)NCc3cccs3)coc2c1	2.2	10	-5	-7	0	4	8	96	-16	-3
Cn1cc(/C=C2\SC(=O)N(c3ccc(O)cc3)C2=O)c2ccccc21	3.3	7	4	13	-1	2	-12	94	-27	-9
CCOc1cccc2cc(C(=O)N3CCc4ccccc4C3)c(=O)oc12	-1.5	-1	-3	1	3	-3	8	100	-3	0
COc1ccc2oc(C(=O)OCC(=O)N(CC(C)C)c3c(N)n(Cc4ccccc4)c(=O)[nH]c3=O)c(C)c2c1	0.4	-5	-5	1	-1	2	10	97	-7	5
O=C(Cc1ccc(F)cc1)Nc1c2c(nn1-c1cccc(Cl)c1)CS(=O)C2 (stereo not given)	-0.1	-3	-3	-1	1	2	9	98	-16	4
COc1cccc(-c2c(C(=O)N/N=C/c3sccc3C)nnn2-c2nonc2N)c1	-3.7	-3	-16	0	7	-4	0	99	24	3
COc1ccc(Cc2nc3ccc(C(=O)NCCn4cccn4)cc3o2)cc1	0.3	-4	-7	2	-1	-1	3	94	0	2
CC1(C(=O)NS(C)(=O)=O)CCN1C(=O)Cc1ccc(-c2ccccc2)cc1 (stereo not given)	0.9	5	-6	21	1	4	·	98	-6	-4
O=C(CN(c1ccc(Cl)c(C(F)(F)F)c1)S(=O)(=O)c1ccccc1)N/N=C/c1cccc2c1OCCO2	-0.1	-13	-15	2	-3	3	2	94	17	-4
Cc1cc2c(cc1S(=O)(=O)CCC(=O)NCc1ccccc1)OCC(=O)N2	0.6	-11	9	14	2	-7	10	96	-4	3
Cc1cc(C(=O)CCC(=O)Nc2ncccc2C)c(C)s1	-2.8	-9	0	10	1	-3	1	107	7	2
Cc1ccc(C(=O)N2CC(C)SC2=Nc2cccc(S(=O)(=O)N(C)C)c2)cc1 (stereo not given)	-1.3	-4	-2	5	-2	0	-2	86	-33	-2
CC(C)(C)NCC(O)CON=C1c2ccccc2-c2ccccc21 (stereo not given)	-0.6	7	-6	-8	35*	-5	1	102	12	18
O=C1CC(Nc2ccccc2)C(=O)N1c1ccc(N2CCOCC2)cc1 (stereo not given)	1.4	1	4	-2	1	-1	5	104	4	6

Retrieved by compound from the entries so far, 2 records:
SMILES	MC4R ag barr	ABHD5-PLIN5 inh	NOD2 RIPK2 PPI	MC4R antagonist	N-glyco inh	m5-HT2A agonist	TLR9-MyD88 inh	ABCB6 inh MLPCN	NCOA2 inhibitor	H9c2 protect
Cn1cc(/C=C2\SC(=O)N(c3ccc(O)cc3)C2=O)c2ccccc21	3.3	7	4	13	-1	2	-12	94	-27	-9
CCOc1cccc2cc(C(=O)N3CCc4ccccc4C3)c(=O)oc12	-1.5	-1	-3	1	3	-3	8	100	-3	0

4 entries from above, arranged by their value in MC4R ag barr, falling.
canonical_smiles	MC4R ag barr	ABHD5-PLIN5 inh	NOD2 RIPK2 PPI	MC4R antagonist	N-glyco inh	m5-HT2A agonist	TLR9-MyD88 inh	ABCB6 inh MLPCN	NCOA2 inhibitor
Cn1cc(/C=C2\SC(=O)N(c3ccc(O)cc3)C2=O)c2ccccc21	3.3	7	4	13	-1	2	-12	94	-27
COc1ccc2c(CC(=O)NCc3cccs3)coc2c1	2.2	10	-5	-7	0	4	8	96	-16
O=C1CC(Nc2ccccc2)C(=O)N1c1ccc(N2CCOCC2)cc1 (stereo not given)	1.4	1	4	-2	1	-1	5	104	4
COc1ccc2oc(C(=O)OCC(=O)N(CC(C)C)c3c(N)n(Cc4ccccc4)c(=O)[nH]c3=O)c(C)c2c1	0.4	-5	-5	1	-1	2	10	97	-7

Carrying on:
SMILES	MC4R ag barr	ABHD5-PLIN5 inh	NOD2 RIPK2 PPI	MC4R antagonist	N-glyco inh	m5-HT2A agonist	TLR9-MyD88 inh	ABCB6 inh MLPCN	NCOA2 inhibitor	H9c2 protect
CC(CCc1ccccc1)NC(=O)CCNS(=O)(=O)c1ccccc1C(F)(F)F (stereo not given)	0.3	4	0	12	1	5	-14	98	-7	1
C/C(CC(=O)Nc1ccc(C)c(Cl)c1)=N\NC(=O)c1ccco1	-2.4	-7	0	20	3	-1	-4	106	-93	4
O=C(Cc1ccc([N+](=O)[O-])cc1)NCCc1ccc2c(c1)OCO2	0.5	-10	-4	13	-1	-3	-8	119	11	2
CC1=NN(c2ccccc2)C(=O)C1CCC#N (stereo not given)	-3.5	-6	-10	6	0	-3	·	96	-5	-1

Reprinted from the entries so far, 3 compounds:
SMILES	MC4R ag barr	ABHD5-PLIN5 inh	NOD2 RIPK2 PPI	MC4R antagonist	N-glyco inh	m5-HT2A agonist	TLR9-MyD88 inh	ABCB6 inh MLPCN	NCOA2 inhibitor	H9c2 protect
C/C(CC(=O)Nc1ccc(C)c(Cl)c1)=N\NC(=O)c1ccco1	-2.4	-7	0	20	3	-1	-4	106	-93	4
O=C(Cc1ccc([N+](=O)[O-])cc1)NCCc1ccc2c(c1)OCO2	0.5	-10	-4	13	-1	-3	-8	119	11	2
CC1=NN(c2ccccc2)C(=O)C1CCC#N (stereo not given)	-3.5	-6	-10	6	0	-3	·	96	-5	-1

High-throughput results: PubChem BioAssay, several laboratories
